L3MBTL1 inh: inhibitors of human L3MBTL1. AlphaScreen L3MBTL1–H3K9me1 peptide binding. Potency, µM (top dose mostly 57.1 µM), without a hit: top-dose activity, negative = inhibition, usual class: inhibitors. 230,000 compounds, 0.66% hits; active means well fitted inhibition curve with a large enough effect; inconclusive means small, poorly fitted or top-dose-only effect; inactive means no such curve, though single readings can be large or run the other way; further: nearly all actives have a fitted effect of over 60% in size
Target sequence (Q9Y468 whole entry, looked up): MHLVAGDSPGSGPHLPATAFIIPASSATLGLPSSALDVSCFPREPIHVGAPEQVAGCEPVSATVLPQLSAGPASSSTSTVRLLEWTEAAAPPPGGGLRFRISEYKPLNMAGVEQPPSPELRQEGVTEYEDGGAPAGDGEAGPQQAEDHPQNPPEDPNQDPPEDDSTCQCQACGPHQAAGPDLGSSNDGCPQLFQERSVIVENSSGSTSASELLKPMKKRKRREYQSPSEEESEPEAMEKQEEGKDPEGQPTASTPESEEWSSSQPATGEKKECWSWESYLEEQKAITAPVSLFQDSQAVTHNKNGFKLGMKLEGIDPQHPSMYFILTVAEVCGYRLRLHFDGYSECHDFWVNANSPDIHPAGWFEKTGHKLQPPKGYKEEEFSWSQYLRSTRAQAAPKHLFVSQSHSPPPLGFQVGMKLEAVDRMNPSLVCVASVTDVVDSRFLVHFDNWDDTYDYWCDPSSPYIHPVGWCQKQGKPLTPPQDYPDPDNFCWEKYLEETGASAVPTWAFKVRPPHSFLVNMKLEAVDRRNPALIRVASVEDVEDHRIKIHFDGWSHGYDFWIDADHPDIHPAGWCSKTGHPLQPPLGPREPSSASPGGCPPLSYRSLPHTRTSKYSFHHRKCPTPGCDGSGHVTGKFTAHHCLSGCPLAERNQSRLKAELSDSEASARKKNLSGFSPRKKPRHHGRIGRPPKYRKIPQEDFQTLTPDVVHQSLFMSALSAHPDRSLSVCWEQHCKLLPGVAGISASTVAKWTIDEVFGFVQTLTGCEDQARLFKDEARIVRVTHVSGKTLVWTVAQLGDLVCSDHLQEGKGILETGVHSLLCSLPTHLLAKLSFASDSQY
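L3MBTL1 (50 nM) pre-complexed 30 min with biotinylated H3(1-15)K9me1 peptide (75 nM), then compounds added for 30 min at room temperature; AlphaScreen streptavidin donor/nickel chelate acceptor beads (10 ug/mL final) read after 30 min dark incubation.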
* marks the source's active call; other numbers are inactive results; ? = inconclusive; [ ] = another dose, or the depositor's remark. On the % scale 0 is the no-effect control and ±100 the full control effect; potency means the concentration at half of the fitted maximal effect.

canonical_smiles	L3MBTL1 inh
CC[C@@]12C(=O)N(c3cccc(Br)c3)C(=O)N1[C@H](c1ccc(F)cc1)[C@@H]1C(=O)N(C3CCCCC3)C(=O)[C@@H]12	2%
Cc1cccc(C)c1NC(=O)CN(C)C(=O)CC1CC2CCC1C2 (centres undefined)	-1%
COc1ccc(Cl)cc1NC(=O)C1CCN(C(=O)Nc2ccccc2)CC1	4%
C#CCOCCOCCOCCNc1nc(N2CCN(C(=O)[C@H](CCC(=O)O)n3cc([C@@H](N)[C@H](C)CC)nn3)CC2)nc(N2CCN(C(=O)[C@H](CCC(=O)O)n3cc([C@@H](N)CCSC)nn3)CC2)n1	?
CC(NC(=O)c1ccccc1)C(=O)OCC(=O)c1ccc(Br)cc1 (centres undefined)	-2%
Cc1ccc(NS(=O)(=O)c2cccc(C(=O)N3CCCCCC3)c2)cc1	5%
Cc1ccc(-c2cc(C(=O)NNC(=O)c3csc(N4CCOCC4)n3)c3ccccc3n2)cc1	-14%
Cc1nnc(SC(C)C(=O)NC2CCCCC2C)n1N (centres undefined)	0%
Cc1cc(C(=O)CCC(=O)Nc2ncccc2C)c(C)s1	-2%
COc1ccc(CN2C(=O)C(C)Nc3ncnc(N4CCN(c5ccccc5)CC4)c32)cc1 (centres undefined)	-2%
CN(CC(=O)Nc1c(Cl)cccc1Cl)C(=O)Cn1[nH]c(=O)c2ccccc2c1=O	-3%
Cc1c(C)c2c(OCC(=O)NCc3ccco3)cc3c(c2oc1=O)CCC(C)(C)O3	9%
COc1ccc2ccccc2c1CNC(C)c1ccccc1 (centres undefined)	-9%[2.29 µM]
COc1ccc(S(=O)(=O)Nc2cccc3c2O[C@@H](CN(C)CC2CC2)[C@@H](C)CN([C@@H](C)CO)C3=O)cc1	3%
C=CC1=C(C(=O)O)N2C(=O)[C@@H](NC(=O)/C(=N\OCC(=O)O)c3csc(N)n3)[C@H]2SC1	?
COc1ccc(C(=O)OCC(=O)NC(Cc2ccccc2)C(C)=O)cc1S(=O)(=O)N1CCCC1 (centres undefined)	2%
CCC(C)Sc1cc(-c2nc3ccccn3c2NC2CCCCC2)ccc1OC (centres undefined)	-10%
COc1cc(C)cc(OC)c1OCC(=O)Nc1cc(C)on1	2%
CCOc1ccc(C(=O)Nc2ccc(N3CCN(C)CC3)cc2)cc1	1%
Cc1ccc(NC(=O)CN(C)C(=O)COC(=O)COc2ccc(C#N)cc2)cc1	-10%
O=C(Nc1cccc(Cl)c1)NC1CC2CCC1C2 (centres undefined)	0%[2.29 µM]
CCOC(=O)c1sc(NC(=O)C2CC(=O)N(c3ccccc3OC)C2)nc1C (centres undefined)	4%
Cc1cc(=O)oc2cc(NC(=O)CN3C(=O)NC(C)(c4ccccc4)C3=O)ccc12 (centres undefined)	-14%
COc1ccc(N2C(=O)c3cccc4c(N(C)CCO)ccc(c34)C2=O)cc1	-1%
COc1ccc(NC(=O)CCc2nc3ccccc3c(=O)[nH]2)cc1S(=O)(=O)N1CCCCC1	-8%
O=C(COc1cc(Cl)ccc1Cl)N1CCNC1=O	3%
COc1ccccc1-n1ccnc(SCC(=O)NC2CCCC2)c1=O	-3%
CN(C(=O)C1CC1)C1CCS(=O)(=O)C1 (centres undefined)	-2%
Cc1cccc(C)c1NC(=O)C1CCN(S(C)(=O)=O)CC1	-3%
COc1ccc(C(=O)Oc2c(OC)cc(C(=S)N3CCOCC3)cc2OC)cc1OC	3%[2.29 µM]
c1ccc(C2Nc3ccccc3C3OCCCC23)cc1 (centres undefined)	-10%
Cc1nn(-c2ccccc2)c(C)c1/C=C/C(=O)OCC(=O)Nc1ccc(C(N)=O)cc1	0%
COCCCN(C(=O)c1cc2c(s1)CCCCC2)c1c(N)n(Cc2ccccc2)c(=O)[nH]c1=O	0%
COC(=O)[C@]1(C)N[C@H](CN(C)C(=O)NC(C)C)[C@@H]2C(=O)N(Cc3ccccc3)C(=O)[C@@H]21	6%
COc1cc(C(=O)NNC(=O)CCOc2ccccc2C)cc(OC)c1OC	-3%
COc1cc(C2NC(=O)NC(c3ccccc3)=C2C(C)=O)c(Br)c(Br)c1O (centres undefined)	-4%
COc1cccc2sc3cc(NCc4ccc(C)o4)ccc3c(=O)c12	-9%
COC(=O)c1ccc2c(=O)[nH]c(COC(=O)CCC(=O)c3ccc(Cl)cc3)nc2c1	-2%
COCCN(C(=O)COC(=O)/C=C/c1ccc(C(F)(F)F)cc1)c1c(N)n(Cc2ccccc2)c(=O)[nH]c1=O	-2%
Cc1ccc(S(=O)(=O)N2CCCCC2)cc1NC(=O)CNc1ccccc1N1CCCC1=O	-1%
Cc1ccc(CN2CC(C(=O)Nc3ccc(C)cn3)CC2=O)cc1 (centres undefined)	0%
Cc1nc(Nc2cc(F)ccc2C)c2nnn(Cc3ccccc3)c2n1	10%
O=C(COc1ccc(-c2nnco2)cc1)N1CCOCC1	7%
COc1ccc(C2NC(=O)CCC2[N+](=O)[O-])cc1 (centres undefined)	1%
CCN(CC(=O)Nc1ccc(NC(C)=O)cc1)C(=O)c1ccc(N2CCC(C)CC2)c([N+](=O)[O-])c1	0%
COc1ccc(CC(=O)N[C@@H]2c3cc(OC)c(OC)cc3C[C@H]2OCc2ccccc2)cc1	-3%
CCN(CC)C(=O)n1c(Cc2ccccc2)nc2ccccc21	0%
O=C(COC(=O)Cc1ccc(S(=O)(=O)N2CCOCC2)s1)Nc1ccccc1Cl	0%
Cc1ccc(NS(=O)(=O)c2cccc(C(=O)N3CCN(c4ncccn4)CC3)c2)cc1	1%
CCCCn1c(N)c(N(CCOC)C(=O)c2cc(-c3ccc(OC)cc3)nc3ccccc23)c(=O)[nH]c1=O	1%
CCN(CC(=O)NCc1ccc(Cl)cc1)C(=O)CSc1cccc(C(F)(F)F)c1	-3%
COc1ccc(CNC(=O)C[C@H]2C(=O)N(Cc3ccc(OC)cc3)C[C@@H]2Cc2ccccc2)cc1	0%
COc1ccc(-c2cc(C(=O)N(C)CC(=O)Nc3ccccc3Br)c3ccccc3n2)cc1OC	-2%
CCCCc1c(C)[nH]c2nc3ccccc3n2c1=O	8%
O=C1c2ccccc2[C@@H]2C[C@@H](O)[C@H](Nc3ccccc3-c3ccccc3)CCN12	-9%
CCC(=O)Oc1ccc(C2NC(=O)c3ccccc3O2)cc1OC (centres undefined)	-2%

Next part.
canonical_smiles	L3MBTL1 inh
CCOc1ccccc1N(CC(=O)Nc1ccc(OC)cc1OC)S(=O)(=O)c1ccccc1	45%[activator]
CC(=O)c1ccc(N2CCN(C(=O)c3ccc(Cl)c(S(=O)(=O)NC4CC4)c3)CC2)c(F)c1	5%
CC(NCC(=O)NCC(=O)Nc1ccc(F)cc1)c1cccc(C(F)(F)F)c1 (centres undefined)	-3%
COc1ccccc1/C=C/C(=O)OCC(=O)Nc1c(C)nn(-c2ccccc2)c1C	-2%
Cc1ccc(S(=O)(=O)N2CCOCC2)cc1C(=O)N1CC(C)CC(C)C1 (centres undefined)	-2%
Cn1c(C(=O)N/N=C/c2ccccc2)cc2ccccc21	-1%
CCN(CC(=O)Nc1c(F)cccc1F)C(=O)CNC(=O)c1sc2ccccc2c1Cl	-1%
COC(=O)C1=C(C)N(Cc2ccccc2)C(=NCCCCO)N[C@H]1c1cccc(C(F)(F)F)c1	1%
CC1CCCCC1NS(=O)(=O)c1ccc2c(c1)CCC(=O)N2 (centres undefined)	8%
C[C@H](CO)N1C[C@H](C)[C@@H](CN(C)S(=O)(=O)c2cn(C)cn2)Oc2c(NC(=O)Nc3ccc(C(F)(F)F)cc3)cccc2C1=O	8%
COc1cccc(/C=C/C(=O)OCC(=O)NC2CCCCCCC2)c1	-5%
CCCCCN(C(=O)CCC(=O)OCC(=O)c1ccc(C(C)(C)C)cc1)c1c(N)n(CCCC)c(=O)[nH]c1=O	3%
O=C(OCCN1CCOCC1)c1ccccc1	3%
O=C(COC(=O)C1(c2ccccc2)CCCC1)N1CCNC1=O	3%
CC(NCC(=O)Nc1ccccc1C(=O)NC1CC1)c1ccc(S(N)(=O)=O)cc1 (centres undefined)	1%
COC(C)(C)[C@@H](O)COc1c2ccoc2cc2oc(=O)ccc12	0%
Cc1ccc(NC(=O)COC(=O)Cn2ccc(C(F)(F)F)n2)cc1Cl	2%
COc1ccccc1CNC(=O)C1CC2Cn3c(nc4cc5ccccc5cc43)C2N1C (centres undefined)	3%
O=C(NN=Cc1ccccc1C(=O)O)c1ccc(NS(=O)(=O)c2cccs2)cc1	2%
CCOc1ccc(OCCC(=O)OCC(=O)NC2CC2)cc1	?
COc1ccc(/C=C2/C(=O)N(c3ccccc3)N=C2C)c(OC)c1	-44%
Cc1nc2ccccc2c(C)c1CC(=O)OC(C)C(=O)NC1(C#N)CCCCC1 (centres undefined)	7%
COC(=O)c1ccc(C)c(NC(=O)COC(=O)C2CC3CCCC(C2)C3=O)c1 (centres undefined)	-7%
Cc1cc(OCC(O)CN2CCCC2)ccc1C(C)C (centres undefined)	33%[activator]
Cc1ccc(S(=O)(=O)N(C)C)cc1NC(=O)C1CCCN(C(=O)c2ccc(Cl)cc2)C1 (centres undefined)	-7%
CCCCn1c(N)c(N(CC(C)C)C(=O)c2cc(-c3ccc(F)cc3)nc3ccccc23)c(=O)[nH]c1=O	-1%
CN(CC(=O)Nc1ccccc1Cl)C(=O)COC(=O)/C=C/c1cccs1	3%
CCCC[C@@H]1C=C(C(=O)O)[C@H](c2ccc3c(c2)OCO3)N1S(=O)(=O)c1ccc(C)cc1	-5%
CC(=O)Nc1ccc(NC(=O)COC(=O)c2ccc(S(=O)(=O)NCc3ccco3)cc2)cc1	1%
CC1(C)C(=O)Nc2ccccc2N1C(=O)COc1cc(Cl)ccc1Cl	0%
Cc1ccccc1NS(=O)(=O)c1ccc(C(=O)N2CCCC2)cc1	31%[activator]
NC(=O)c1ccccc1OCC(=O)Nc1ccc2c(c1)OCCO2	-2%
CCCc1cc(Nc2ccccc2C)n2ncnc2n1	2%
CCn1c(C(O)c2cc(OC)c(OC)c(OC)c2)nc2ccccc21 (centres undefined)	-4%
Clc1cccc(CNCCCSc2ncccn2)c1Cl	11%
CC(=O)N/C(=C\c1ccccc1)C(=O)OCC(=O)N(C)C1CCS(=O)(=O)C1 (centres undefined)	5%
CCc1ccc(S(=O)(=O)NCC2(N3CCOCC3)CCCCC2)cc1	3%
COc1cccc(COC(=O)c2cc(=O)[nH]c3ccc(S(=O)(=O)N4CCOCC4)cc23)c1OC	-8%
CC(OC(=O)c1cc(=O)[nH]c2ccccc12)C(=O)N1C(C)CCCC1C (centres undefined)	3%
CN(CC(=O)Nc1ccc(N2CCOCC2)cc1)C(=O)c1cccc(Cl)c1Cl	11%

By substructure: those above containing an NH in an aromatic ring
canonical_smiles	L3MBTL1 inh
CN(CC(=O)Nc1c(Cl)cccc1Cl)C(=O)Cn1[nH]c(=O)c2ccccc2c1=O	-3%
COc1ccc(NC(=O)CCc2nc3ccccc3c(=O)[nH]2)cc1S(=O)(=O)N1CCCCC1	-8%
COCCCN(C(=O)c1cc2c(s1)CCCCC2)c1c(N)n(Cc2ccccc2)c(=O)[nH]c1=O	0%
COC(=O)c1ccc2c(=O)[nH]c(COC(=O)CCC(=O)c3ccc(Cl)cc3)nc2c1	-2%
COCCN(C(=O)COC(=O)/C=C/c1ccc(C(F)(F)F)cc1)c1c(N)n(Cc2ccccc2)c(=O)[nH]c1=O	-2%
CCCCn1c(N)c(N(CCOC)C(=O)c2cc(-c3ccc(OC)cc3)nc3ccccc23)c(=O)[nH]c1=O	1%
CCCCc1c(C)[nH]c2nc3ccccc3n2c1=O	8%
CCCCCN(C(=O)CCC(=O)OCC(=O)c1ccc(C(C)(C)C)cc1)c1c(N)n(CCCC)c(=O)[nH]c1=O	3%
CCCCn1c(N)c(N(CC(C)C)C(=O)c2cc(-c3ccc(F)cc3)nc3ccccc23)c(=O)[nH]c1=O	-1%
COc1cccc(COC(=O)c2cc(=O)[nH]c3ccc(S(=O)(=O)N4CCOCC4)cc23)c1OC	-8%
CC(OC(=O)c1cc(=O)[nH]c2ccccc12)C(=O)N1C(C)CCCC1C (centres undefined)	3%

Next entries follow:
canonical_smiles	L3MBTL1 inh
CN(CC(=O)Nc1ccc(Cl)c(C(F)(F)F)c1)C(=O)c1cc(-c2ccncc2)nc2ccccc12	-4%
O=C(Cn1ccccc1=O)Nc1ccc(Cl)c(S(=O)(=O)N2CCCCC2)c1	-8%
CCC(CC)c1nnc(NC(=O)C2=COCCO2)s1	15%
COc1ccc(S(=O)(=O)N2CCC3(CC2)OCCN3S(=O)(=O)c2c(C)cc(C)cc2C)cc1	0%
CC(C)Cn1c(SCC(=O)N2CCc3ccccc3C2)nc(O)cc1=O	-9%
COc1cc(Cl)c(C)cc1NC(=O)COC(=O)c1ccc(CN2CCCC2=O)cc1	-6%
O=C(COC(=O)CCC(=O)c1ccc(F)cc1)NCc1ccccc1Cl	5%
CCCN(C(=O)/C=C/c1ccc(S(=O)(=O)N(CC)CC)cc1)C1CCS(=O)(=O)C1 (centres undefined)	-6%
CCN(C[C@H]1N[C@@](Cc2ccccc2)(C(=O)OC)[C@H]2C(=O)N(C)C(=O)[C@@H]12)S(=O)(=O)c1ccc(C(F)(F)F)cc1	6%
CCOC(=O)c1c(C)[nH]c(C(=O)NCc2ccccn2)c1C	-4%
CCOc1cccc(C(=O)Nc2ccc3[nH]ncc3c2)c1	3%
Nc1nc(-c2ccc3c(c2)OCCO3)c(CC(=O)O)s1	4%

From PubChem

Not all compounds are listed (hit frequency here may not be typical).
